PG9 binder = PG9 antibody binding by small molecule | 360,000 tested, 0.43% active | TR-FRET gp120-PG9 antibody binding | inhibition, % at 6.7 µM; in the data active = inhibition above about 8.5%
ssDAF12 agonist = S. stercoralis DAF-12 activation, primary screen | HEK293 ssDAF-12/GRIP1 lit1-tk-luc reporter, luminescence; % of 3 µM dafachronic acid response | activation, % at 6.8 µM | 370,000 tested, 1% active | AID 652126;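 active = activation above the mean over all tested compounds plus 3 SD, cut at about 0.9% in these data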;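 also: 0% = DMSO-only wells and 100% = 3 µM delta7-dafachronic acid wells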
hgDAF-12 ag = hgDAF-12 agonism, primary luciferase screen; 370,000 tested, 1.8% active; activation, % at 6.8 µM; AID 687014; HEK293 GAL4-hgDAF12 UAS-luciferase reporter, agonist luminescence; normalized to butyrate control;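 active = activation above a cutoff set at the mean of all screened compounds plus 3 SD, cut at about 10% in these data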;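 also: 0% = DMSO wells and 100% = sodium butyrate wells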
ADAM10 inh = inhibitors of human ADAM10; O14672; recombinant ADAM10, EDANS/DABCYL FRET peptide cleavage, 3 h; inhibition, % at 7 µM; 370,000 tested, 0.62% active;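 active = inhibition above a per-campaign cutoff equal to the mean of compounds falling between control-based bounds plus 3 SD, cut at about 20% in these data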;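 also: 0% = DMSO wells while the 100% control is not disclosed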
Target sequence (O14672 214-748 limits assumed): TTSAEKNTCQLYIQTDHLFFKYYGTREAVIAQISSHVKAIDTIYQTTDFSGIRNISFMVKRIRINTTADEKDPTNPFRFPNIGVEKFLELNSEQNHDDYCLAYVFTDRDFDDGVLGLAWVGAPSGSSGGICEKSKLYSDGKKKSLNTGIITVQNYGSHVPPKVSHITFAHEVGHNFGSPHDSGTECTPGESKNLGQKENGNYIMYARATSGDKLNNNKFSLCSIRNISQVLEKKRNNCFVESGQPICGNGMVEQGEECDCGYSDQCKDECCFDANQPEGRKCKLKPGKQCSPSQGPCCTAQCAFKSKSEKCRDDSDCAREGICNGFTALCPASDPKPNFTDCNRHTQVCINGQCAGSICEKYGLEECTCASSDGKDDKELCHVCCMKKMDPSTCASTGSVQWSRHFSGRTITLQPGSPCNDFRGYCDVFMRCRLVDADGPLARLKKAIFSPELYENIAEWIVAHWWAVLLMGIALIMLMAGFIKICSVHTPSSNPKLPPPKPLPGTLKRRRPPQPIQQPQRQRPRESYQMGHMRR
DAX1 inh-1 = inhibits human nuclear receptor DAX1 | P51843 | HEK293 Gal4-DAX1 luciferase reporter, luminescence | inhibition, % at 6.75 µM | 340,000 tested, 0.99% active | AID 504766;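 active = inhibition above the mean over all tested compounds plus 3 SD, cut at about 4.2% in these data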;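 also: 0% = DAX1-transfected cells with DMSO and 100% = empty-vector control cells with DMSO; inhibition shows as a rise in luminescence from relieved DAX1 repression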
Target sequence (P51843 207-470 limits assumed): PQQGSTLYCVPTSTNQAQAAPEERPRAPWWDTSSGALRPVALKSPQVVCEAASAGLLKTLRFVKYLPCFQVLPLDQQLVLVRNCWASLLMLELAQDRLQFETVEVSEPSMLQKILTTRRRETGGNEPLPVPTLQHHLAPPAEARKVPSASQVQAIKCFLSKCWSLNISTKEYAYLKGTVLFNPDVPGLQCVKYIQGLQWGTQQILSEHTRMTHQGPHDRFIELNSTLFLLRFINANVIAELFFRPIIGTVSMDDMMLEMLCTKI
SMARCA2 act = increases SMARCA2 function in MMTV reporter cells. MG213 cells, MMTV-luciferase reporter, dexamethasone, overnight. AID 652017. activation, % at 9.1 µM. 370,000 tested, 1% active; in the data active = activation above about 7.8%;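 also: 0% = vehicle wells and 100% = reference activator wells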
DAX1 inh-2 = blocks DAX1 repression of SF-1 activated StAR promoter; HEK293T StAR-luciferase reporter, SF-1/DAX-1 repression relief; inhibition, % at 6.8 µM; AID 652010; 370,000 tested, 1.1% active;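 active = inhibition above the mean over all tested compounds plus 3 SD, cut at about 3.6% in these data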;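 also: 0% = DAX-1 cells with DMSO and 100% = cells lacking DAX-1 with DMSO; higher inhibition means more luminescence from relief of DAX-1 repression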
hcDAF12 agonist = activators of H. contortus DAF-12 nuclear receptor; AID 652067; HEK293 hcDAF-12 lit1-tk-luc reporter, luminescence; 0% DMSO, 100% Δ7-dafachronic acid; activation, % at 6.8 µM; 370,000 tested, 1.4% active;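 active = activation above the mean of all tested compounds plus 3 SD, cut at about 5.5% in these data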;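 also: 100% = response to 3 µM Δ7-dafachronic acid high control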
ADAM17 inh = ADAM17 inhibition, QFRET primary screen; recombinant ADAM17, EDANS/DABCYL FRET peptide cleavage; P78536; 370,000 tested, 0.83% active; AID 720648; inhibition, % at 6.95 µM;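 active = inhibition above the mean of compounds lying between control limits plus 3 SD, set per campaign, cut at about 8.5% in these data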;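 also: 0% = DMSO-only wells as the low control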
NPR1 activator = GC-A (human) enzyme activation | P16066 | HEK293 GC-A cells, cGMP TR-FRET, EC30 ANP; 0% at EC30 ANP, 100% saturating ANP | 370,000 tested, 0.14% active | activation, % at 10 µM; in the data active = activation above about 40%
GAA850 FXN act = increases GAA850 frataxin promoter reporter activity. HEK293 lucGAA850 FXN promoter luciferase reporter, 24 h; percent of 10 µM SAHA response. activation, % at 6 µM. 360,000 tested, 0.56% active;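 active = activation above the average of all compounds screened plus 3 SD, cutoff fixed separately per campaign, cut at about 7.5% in these data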;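 also: 0% = DMSO wells and 100% = 10 µM SAHA wells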
Active calls of the source: *; . = no result given. No enrichment for hits; 6.8% or so of the library scored in one or more.

| Compound | GAA850 FXN act | hcDAF12 agonist | SMARCA2 act | DAX1 inh-2 | ADAM10 inh | ADAM17 inh | PG9 binder | hgDAF-12 ag | NPR1 activator | DAX1 inh-1 | ssDAF12 agonist |
| --- | --- | --- | --- | --- | --- | --- | --- | --- | --- | --- | --- |
| Cc1c(C)n(-c2ccccc2)c2ncnc(NCCCN(C)C)c12 | 0.2 | 2.7 | -1 | 0.0 | -5 | -5 | 0.7 | -0.2 | -17 | -0.1 | -0.3 |
| O=C(C1=NN[C@@H]2C(=O)N(c3cccc(F)c3)C(=O)[C@H]12)C(c1ccccc1)c1ccccc1 | 1.1 | -1.5 | -4 | -0.4 | 2 | -6 | 0.9 | -0.9 | -2 | 0.1 | -1.1 |
| CC(Oc1ccc(Cl)cc1Cl)C(=O)NNC(=O)c1ccncc1 (stereo not given) | -1.6 | -1.4 | 4 | -0.1 | 2 | -2 | -0.6 | -1.0 | 2 | 4.8* | -0.3 |
| CN1[C@@H](Cc2ccccc2)COc2cccc(N3CCSCC3)c2S1(=O)=O | . | 3.0 | -2 | 0.1 | -4 | -8 | . | 0.3 | 5 | . | -0.6 |
| O=C(c1ccc2c(c1)OCCO2)N1CCN(Cc2ccccc2)CC1 | 1.9 | 1.0 | -1 | 0.5 | 5 | -3 | 1.0 | -0.1 | 2 | 3.1 | -1.1 |
| S=C(NNC(=S)Nc1ccccc1)Nc1ccccc1 | 6.5 | 2.2 | 5 | 0.8 | 6 | 3 | -3.1 | 7.9 | -6 | 1.7 | -0.9 |
| CC(C)Cn1c(=O)c2ccccc2n2c(SCC(=O)N3c4ccccc4CC3C)nnc12 (stereo not given) | 0.1 | -1.9 | -1 | 0.1 | 5 | -2 | 0.4 | -1.3 | -8 | 0.6 | -1.7 |
| O=C(O)COc1ccccc1/C=N/Nc1ccc(S(=O)(=O)Nc2ccc(Cl)cc2)cc1[N+](=O)[O-] | 2.0 | -0.6 | -3 | 0.3 | 4 | 4 | -1.8 | 1.7 | 1 | 1.5 | 0.2 |
| CCN1C(=O)CC(N2CCN(c3ccc(Cl)cc3)CC2)C1=O (stereo not given) | 0.3 | -2.0 | -1 | -0.5 | -9 | -5 | -0.4 | -1.7 | 3 | 0.1 | -1.3 |
| COc1cc(C(=O)OCC(=O)N2CCOCC2)c([N+](=O)[O-])cc1OC | -0.6 | -2.3 | 0 | -0.4 | 0 | -2 | -0.4 | -2.3 | 2 | -0.6 | -1.1 |
| COc1ccc(NC(=O)CN(C)C(=O)CCCNC(=O)c2ccc(Cl)cc2)cc1 | 2.2 | 0.2 | 5 | 0.6 | 1 | 1 | -1.4 | 1.4 | -2 | 2.3 | -0.2 |
| COc1cc(C2C(C#N)=C(N)OC3=C2C(=O)CC(C)(C)C3)ccc1OCCN1CCOCC1 (stereo not given) | 1.4 | -0.9 | 2 | 0.6 | 1 | -1 | -1.1 | -1.8 | -1 | -1.1 | -1.8 |
| COc1ccc(Nc2nnc(-c3ccc(C(N)=O)cc3)c3ccccc23)cc1 | -0.5 | -4.5 | -1 | 0.0 | -1 | -1 | 0.2 | -3.1 | -4 | -0.4 | -1.5 |
| Cc1[nH]c2ccccc2c1/C=N/Nc1nncn1N | 2.4 | -5.6 | -13 | -6.2 | 16 | 2 | -15 | -17 | -19 | -2.5 | -3.9 |
| CC(=O)N(C)c1ccc(NC(=S)Nc2ccccc2)cc1 | 0.3 | -1.1 | 1 | 0.0 | -3 | -2 | 0.9 | 2.1 | 3 | -0.1 | -0.5 |
| COCCCN1CC(=O)N2C(c3ccc(OC)c(OC)c3)c3[nH]c4ccccc4c3C[C@H]2C1=O (stereo not given in full) | 1.3 | 1.9 | -1 | -0.1 | -3 | -3 | 0.5 | -0.3 | 4 | 0.3 | -0.6 |
| O=C1CC(Sc2nnnn2-c2ccccc2)C(=O)N1c1cccc(Cl)c1 (stereo not given) | -7.5 | -3.0 | 3 | 0.0 | 4 | 1 | 0.9 | 0.1 | 29 | 0.5 | -1.0 |
| O=C(NCc1ccccc1)C1COc2ccccc2O1 (stereo not given) | -1.8 | 3.5 | 1 | 1.2 | -2 | 7 | 1.3 | 1.2 | -1 | -1.1 | -0.6 |
| CC(OC(=O)c1cc2sccc2n1C)C(=O)NCc1ccc(F)cc1 (stereo not given) | -0.8 | -1.9 | 2 | 0.2 | -17 | 1 | -0.8 | 0.4 | -1 | -1.3 | -1.1 |
| CCOCC(=O)Nc1nnc(Cc2ccc(OC)cc2)s1 | -1.4 | 0.6 | 1 | -0.5 | -7 | -2 | -0.3 | 0.2 | -1 | 0.9 | -0.4 |
| O=C1CCCC2=C1C(c1ccsc1)CC(=O)N2c1ccccc1F (stereo not given) | 0.9 | -0.6 | -3 | -0.2 | 0 | -6 | 1.0 | -2.6 | 0 | 0.1 | -1.2 |
| Cc1ccc(F)c(Oc2cc(NN3CCCCC3)c([N+](=O)[O-])cc2[N+](=O)[O-])c1 | -1.0 | -1.7 | 2 | -0.2 | -6 | -3 | -1.8 | 1.4 | 3 | 1.2 | -0.8 |
| COc1ccc2nc(Nc3nc(CSc4nnnn4-c4ccccc4)cc(=O)[nH]3)nc(C)c2c1 | -1.1 | -0.6 | -5 | 1.5 | -15 | -4 | 0.6 | -2.1 | 4 | 0.7 | -0.9 |
| CCCCOc1ccc(N=Cc2cccs2)cc1 | 0.0 | 1.1 | -2 | 0.3 | -5 | -1 | -0.8 | 1.4 | 6 | 0.5 | -1.3 |
| Cc1cc2c(cc1C)/C(=C\C(N)=O)NC(C)(C)C2 | 0.6 | -0.6 | -3 | -0.6 | -9 | -8 | 2.2 | -0.2 | 4 | 0.9 | -1.0 |
| COc1ccc(NC(=O)CSc2nc(N)c3cc4c(nc3n2)CCCC4)c(OC)c1 | 6.5 | -0.3 | -2 | -0.8 | -8 | -4 | 1.5 | -0.6 | -5 | 0.3 | -1.8 |
| Cc1nc(NC(=S)NC(=O)c2ccco2)sc1C(=O)N(C)C | -2.1 | 1.6 | 3 | 0.2 | 0 | 0 | -2.8 | 1.1 | 2 | 1.0 | -0.6 |
| Cc1csc2sc(-c3ccnc(SCC(=O)NCc4ccccc4)n3)c(C)c12 | -1.4 | -0.3 | -2 | -1.0 | -22 | -4 | 4.9 | 0.6 | -7 | -4.2 | 0.1 |
| CN(C(=O)c1coc(=O)c2ccccc12)c1ccccc1Cl | -0.2 | -0.6 | -3 | 0.1 | 2 | -1 | 0.4 | -2.1 | -11 | 0.1 | -1.5 |
| CC(=O)Nc1ccc(O)cc1[N+](=O)[O-] | 1.4 | -1.7 | 4 | -0.6 | 9 | 0 | 0.5 | 1.2 | 3 | -1.1 | -1.0 |
| CC(C)CC[C@@H](O)[C@](C)(O)C1CC[C@@]2(O)C3=CC(=O)[C@@H]4C[C@@H](O)[C@@H](O)C[C@]4(C)C3CC[C@]12C (stereo not given in full) | 0.0 | 0.1 | 1 | -0.2 | -2 | -4 | -2.3 | -1.8 | 4 | 0.7 | -0.8 |
| O=C(NC1CC1)C1=C[C@@H](c2csc3ccccc23)C[C@@H](OCc2ccc(CO)cc2)O1 | 1.6 | -0.8 | 0 | -0.5 | 5 | -1 | 1.4 | -1.8 | 0 | -0.6 | -1.3 |
| COC(=O)CCCC[C@@H]1O[C@H](CCc2ccccc2)Cc2[nH][nH]c(=O)c21 | . | 3.2 | -2 | -0.9 | -2 | -2 | -0.3 | -4.4 | -5 | . | -0.9 |
| OC(CNc1nc(C(F)(F)F)nc2ccccc12)c1ccccc1 (stereo not given) | 0.6 | -3.1 | -1 | -0.6 | 9 | 2 | -1.2 | 0.2 | -4 | -1.3 | -1.4 |
| CC(=O)C1=C(C)N(c2ccccc2)C(=O)C1(NS(=O)(=O)c1ccc(N)cc1)C(F)(F)F (stereo not given) | 1.3 | 5.6* | -3 | 0.5 | 7 | 1 | -1.9 | 3.0 | -1 | 0.5 | 1.5* |
| CCOC(=O)C(Cc1c[nH]c2ccccc12)NC(=O)c1ccco1 (stereo not given) | 1.5 | 0.8 | 0 | 0.0 | 10 | 1 | -1.4 | 0.1 | -1 | 0.3 | 0.1 |
| CCN1CCN(c2oc(COc3ccc(-c4ccccc4)cc3)nc2C#N)CC1 | -0.6 | -3.3 | -4 | -0.9 | 7 | -1 | 0.5 | -2.0 | -1 | 0.6 | -1.7 |
| Cc1cc2nc(CN(C)Cc3c(C(=O)N(C)C)nc4ccc(Cl)cn34)[nH]c2cc1C | 3.9 | -0.4 | -1 | 0.8 | 4 | 3 | -0.7 | -1.2 | 4 | 0.1 | -1.2 |
| COc1ccc(C(=O)N/N=C(\c2ccccc2)c2ccccn2)cc1 | 0.3 | -0.7 | -4 | -2.1 | 2 | 5 | -1.4 | -2.3 | -2 | -1.2 | -1.4 |
| COc1ccc(OC)c(S(=O)(=O)N2CCCC(C(=O)NCCc3ccccc3)C2)c1 (stereo not given) | -2.0 | 0.9 | 1 | -0.7 | 3 | -2 | -0.4 | 0.1 | 3 | 0.9 | -0.9 |
| COC(=O)C1=C(C)N(C)C(=O)NC1c1cc(Cl)c(O)c(OC)c1 (stereo not given) | 7.8* | -0.8 | 5 | -0.1 | 1 | -3 | -2.1 | -0.1 | 1 | -0.1 | -1.7 |
| CC(=O)c1ccc(S(=O)(=O)NCc2cccnc2)cc1 | -0.1 | -0.3 | -4 | 0.0 | -6 | -7 | 0.2 | 0.3 | 0 | 0.7 | -1.2 |
| Cc1ccnc(NC(=O)Cn2c(=O)oc3cc(S(=O)(=O)N4CCCC4)ccc32)c1 | 1.0 | -0.9 | -3 | -0.9 | -13 | -3 | -0.1 | 1.6 | 14 | -0.2 | -1.1 |
| COc1ccc2nc(N3C(=O)C(O)=C(C(=O)c4ccco4)C3c3ccco3)sc2c1 (stereo not given) | 1.5 | -0.2 | -1 | 0.5 | -3 | -3 | -0.2 | 0.4 | -1 | 0.6 | -1.5 |
| CCOC(=O)c1oc2c(O)c(O)ccc2c(=O)c1-c1nncn1-c1ccccc1 | -1.4 | -0.1 | 1 | -1.4 | 1 | 3 | -1.8 | 2.6 | 3 | 1.1 | -1.0 |
| CC(C)(C)C(=O)COC(=O)c1cc(-c2ccncc2)nc2ccccc12 | 1.0 | -2.1 | 1 | -0.6 | -40 | -11 | -2.5 | 1.6 | -2 | 0.0 | -1.2 |
| CCCCC(CC)C(=O)Nc1ccc(Cl)cn1 (stereo not given) | 2.2 | -1.0 | 2 | -0.4 | 6 | -1 | -1.2 | 0.2 | -9 | 0.3 | -1.3 |
| COc1ccc(C2C(C#N)=C(N)N(N(C)C)C3=C2C(=O)CCC3)cc1 (stereo not given) | 0.5 | -0.8 | -2 | -0.1 | -12 | -2 | -1.7 | -2.6 | -3 | 0.8 | -0.9 |

Structures above that contain a CF3 group:
| Compound | GAA850 FXN act | hcDAF12 agonist | SMARCA2 act | DAX1 inh-2 | ADAM10 inh | ADAM17 inh | PG9 binder | hgDAF-12 ag | NPR1 activator | DAX1 inh-1 | ssDAF12 agonist |
| --- | --- | --- | --- | --- | --- | --- | --- | --- | --- | --- | --- |
| OC(CNc1nc(C(F)(F)F)nc2ccccc12)c1ccccc1 (stereo not given) | 0.6 | -3.1 | -1 | -0.6 | 9 | 2 | -1.2 | 0.2 | -4 | -1.3 | -1.4 |
| CC(=O)C1=C(C)N(c2ccccc2)C(=O)C1(NS(=O)(=O)c1ccc(N)cc1)C(F)(F)F (stereo not given) | 1.3 | 5.6* | -3 | 0.5 | 7 | 1 | -1.9 | 3.0 | -1 | 0.5 | 1.5* |
